# Nrf2 activator – Nrf2 pathway activation. AREc32 ARE-luciferase reporter (MCF7-derived line), luminescence, 24 h. Potency, µM (doses to about 46.1 µM), without a hit: at the top dose activation, hits mostly activators. 0.31% of 410,000 active. AID 624171; also: potency is read from the fitted curve at half-maximal effect; % of control where 0% means no effect; nearly all actives have a fitted effect of over 65% in size
#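 Luminescent ARE reporter assay in AREc32_Fluc cells: overnight plating at 37 deg C, 24 hr compound incubation, Steady-Glo added, 30 min RT before reading.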
# MmCpn inh – blocks the Methanococcus maripaludis chaperonin Mm-Cpn; Potency, µM (series often up to 76.9 µM), for inactives: at the top dose activity, negative = inhibition, hits mostly inhibitors; 0.031% of 330,000 active; purified Mm-Cpn ATPase, ADP Transcreener TR-FRET; also: potency is read from the fitted curve at half-maximal effect; % is scaled to controls: 0 for no effect and ±100 for the full control effect; nearly all actives have a fitted effect of over 80% in size
#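 Measured: ADP formation by purified Mm-CPN. Conditions: 25 nM protein, 10 uM ATP, Tris pH 7.4 with Mg2+, K+ and DTT, 37°C for 30 min. Detection: Transcreener HTRF after 30 min at room temperature.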
# EPAC2 antagonist – EPAC2 (human) antagonism. Q8WZA2. EPAC2 GEF exchange of Rap1B-BODIPY-GDP, fluorescence. Potency, µM (top dose mostly 114 µM), without a hit: top-dose activity, negative = inhibition, most hits filed as inhibitors. 0.18% of 360,000 active. AID 720708; also: potency is read from the fitted curve at half-maximal effect; % is scaled to controls: 0 for no effect and ±100 for the full control effect; nearly all actives have a fitted effect of over 45% in size; many of its hits are not listed in these tables
# Target sequence (Q8WZA2 whole entry, looked up): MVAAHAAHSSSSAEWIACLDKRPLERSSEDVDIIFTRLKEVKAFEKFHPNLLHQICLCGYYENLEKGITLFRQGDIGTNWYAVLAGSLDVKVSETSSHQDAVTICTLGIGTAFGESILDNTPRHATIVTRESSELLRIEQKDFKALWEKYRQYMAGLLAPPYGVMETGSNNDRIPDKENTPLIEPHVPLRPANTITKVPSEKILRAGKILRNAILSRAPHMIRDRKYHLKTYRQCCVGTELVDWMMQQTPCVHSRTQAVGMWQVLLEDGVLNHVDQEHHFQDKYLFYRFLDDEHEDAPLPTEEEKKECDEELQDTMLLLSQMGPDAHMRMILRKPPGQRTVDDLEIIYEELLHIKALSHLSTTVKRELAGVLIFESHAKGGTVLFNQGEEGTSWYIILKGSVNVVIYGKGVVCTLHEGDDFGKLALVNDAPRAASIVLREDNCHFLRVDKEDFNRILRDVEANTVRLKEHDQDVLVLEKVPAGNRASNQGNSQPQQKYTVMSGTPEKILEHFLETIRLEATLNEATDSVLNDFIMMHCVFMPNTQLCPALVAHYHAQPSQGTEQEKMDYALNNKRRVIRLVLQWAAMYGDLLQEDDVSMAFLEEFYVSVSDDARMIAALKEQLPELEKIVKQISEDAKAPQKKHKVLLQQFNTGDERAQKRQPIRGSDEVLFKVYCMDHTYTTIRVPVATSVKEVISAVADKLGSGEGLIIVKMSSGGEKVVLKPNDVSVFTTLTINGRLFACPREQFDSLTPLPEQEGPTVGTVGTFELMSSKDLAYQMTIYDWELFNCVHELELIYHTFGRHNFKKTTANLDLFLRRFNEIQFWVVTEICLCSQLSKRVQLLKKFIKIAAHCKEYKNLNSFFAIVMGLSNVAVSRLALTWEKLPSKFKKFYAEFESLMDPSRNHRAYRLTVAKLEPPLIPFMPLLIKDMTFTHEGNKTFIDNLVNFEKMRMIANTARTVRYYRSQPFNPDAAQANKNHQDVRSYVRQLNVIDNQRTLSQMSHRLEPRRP
# TGFb SMAD3 inh – blocks TGF-b signaling; HepG2 CAGA-GFP TGF-b/SMAD3 reporter, GFP fluorescence, 18 h; TGF-beta stimulated, 500 pg/mL final; AID 588855; Potency, µM (series often up to 46.1 µM), without a hit: top-dose activity, negative = inhibition, hits mostly inhibitors; 1.2% of 410,000 active; also: potency is read from the fitted curve at half-maximal effect; % is scaled to controls: 0 for no effect and ±100 for the full control effect; nearly all actives have a fitted effect of over 65% in size
#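 Using HEPG2 CAGA-GFP reporter cells at 1000 cells/well, we pinned test compounds, stimulated with recombinant TGF-beta (500 pg/mL final) and measured total well GFP after 18 h.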
# EPAC2 ag – activates human EPAC2 exchange factor | Potency, µM (doses to about 154 µM), for inactives: at the highest dose activation, usual class: activators | Q8WZA2 | AID 720711 | 0.079% of 360,000 active | EPAC2 activation, biochemical qHTS; response scale: 100% = 6.5 mM cAMP response; also: potency is read from the fitted curve at half-maximal effect; nearly all actives have a fitted effect of over 50% in size
#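 Readout is BODIPY fluorescence (480 nm excitation, 540 nm emission), which falls as labeled GDP is exchanged off Rap1B. EPAC2 at 100 nM acted on 250 nM RAP1B-BODIPY-GDP with 50 uM GDP present.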
# Nrf2 block – Nrf2 pathway inhibition. A549 ARE-Fluc reporter, luciferase luminescence, 18-24 h. Potency, µM (titrated, usually from 46 µM), inactives show top-dose activity change, negative = inhibition, hits mostly inhibitors. 2.1% of 360,000 active. AID 504444; also: potency is read from the fitted curve at half-maximal effect; % is scaled to controls: 0 for no effect and ±100 for the full control effect; nearly all actives have a fitted effect of over 60% in size
#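 Reporter: ARE-Fluc in A549. Exposure: 18-24 h, 37 °C, 5% CO2, 5% FBS OPTI-MEM. Readouts: fluorescent cytotoxicity (CellTiter-Fluor), then luminescent Nrf2 signal after BugLite.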
# Akt phos inh – Akt phosphorylation inhibition. Neuro2A IGF-stimulated pAkt S473 HTRF, 20 min; stronger effect = lower value. AID 651550. 0.32% of 360,000 active. activity change, % for hits at 50 µM; in the data active = activity change below about -80%; inconclusive = mostly about -51% to -80%; also: % is scaled to controls: 0 for no effect and ±100 for the full control effect
#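 Single-point screen (50 µM final compound) in Neuro2A cells stimulated 20 min with 6 nM IGF at 37 deg C. After lysis, Ser473-phosphorylated Akt read by HTRF (ex 330 nm, em 615/665 nm) as the 665/615 ratio.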
# CCT modulator – changes cytosolic chaperonin activity | purified chaperonin ATPase assay, HTRF ADP detection, 30 min | activity change, % (concentration not given with the values), hits read low | 0.3% of 360,000 active | AID 651819; in the data active = activity change below about -30%; also: % is scaled to controls: 0 for no effect and ±100 for the full control effect
#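 Nucleotide hydrolysis assay: TRiC at 20–40 nM final (set by batch activity) with 10 uM ATP, 30 min at 37 °C, in presence of 76 uM compound. Detection by competitive ADP HTRF, 30 min ambient.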
# A549 tox – A549 cytotoxicity, counter-screen for Nrf2 inhibitors; A549 ARE-Fluc cells, CellTiter-Fluor viability, 18-24 h; 0.16% of 390,000 active; AID 504648; Potency, µM (titrated, usually from 46 µM), without a hit: top-dose activity change, negative = cytotoxicity, most hits filed as inhibitors; also: potency is read from the fitted curve at half-maximal effect; % is scaled to controls: 0 for no effect and ±100 for the full control effect
#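 Cytotoxicity counterscreen: CellTiter-Fluor fluorescence was measured in A549 ARE_Fluc cells after 18-24 h of compound exposure in a concentration series. The subsequent BugLite luminescent read reports ARE-luciferase activity.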
# An asterisk follows results filed as active; i = inactive; ? = inconclusive; nt = not tested or not shown; & = joins results of further samples; [ ] = remark or other dose. Unless noted, calls follow the shape of the dose curve; as a rule, active = well fitted curve in the direction sought with a large enough effect; inconclusive = small, poorly fitted or top-dose-only effect, or another doubt; inactive = no such curve, though single readings can be large; an effect the other way counts as inactive or inconclusive.
SMILES,Nrf2 activator,MmCpn inh,EPAC2 antagonist,TGFb SMAD3 inh,EPAC2 ag,Nrf2 block,Akt phos inh,CCT modulator,A549 tox
COC(=O)c1ccc(OCCCCN(C)Cc2ccccc2)cc1,-0.2%,1%,1%,?,0%,17%,i,0.2,0%
CCOC(=O)c1ccc(NC(=O)Cc2coc3cc4c(cc23)CCC4)cc1,1.3%,-2%,-11%,?,6%,?,i,0.7,-19%
Cc1ccccc1OCCNc1cc(N2CCCCC2)ccc1[N+](=O)[O-],-0.8%,1%,5%,-12%,-1%,-29%,i,-0.5,?
COc1ccc(C)cc1S(=O)(=O)NCCc1ccccc1,-0.5%,1%,0%,-7%,6%,12%,i,-1.6,3%
NC1=NC(=O)CC(C(=O)NCc2ccccc2)S1 (stereo not drawn),-0.3%,2%,13%,-6%,-12%,8%,i,1.3,1%
CCN1CCN(Cc2ccc(NC(=O)c3ccc(C)c(NC(=O)C4=NN(c5ccccc5)C(=O)C4)c3)cc2C(F)(F)F)CC1,-0.6%&0.2%,-2%,28%&-2%,12%&-7%,-10%&8%,-9%,i,-2.4&-0.6,1%
COc1ccc(OC)c(NC(=O)N2CC(C)Oc3ccc(C)cc32)c1 (stereo not drawn),8.7%,nt,nt,?,nt,-2%,nt,nt,3%
Cc1cc(OC(=O)c2c(Cl)cc(Cl)cc2Cl)nc(C)n1,?,0%,-9%,-19%,15%,12%,i,-14,nt
COc1cccc(NC(=O)CCC2CCN(C(=O)c3ccc(C(C)=O)s3)CC2)c1,-0.7%,0%,0%,-2%,2%,5%,nt,2.1,6%
Cc1cccc(OCC(=O)OCC(=O)Nc2sccc2C(N)=O)c1,0.2%,2%,-14%,-8%,-4%,-11%,i,-1.3,-7%
CCOc1ccc(N=NC2C(=O)N(C(N)=S)N=C2C)cc1 (stereo not drawn),6.5%,-1%,-9%,-6%,4%,?,i,-0.8,?
Cc1c(C)c2c(OCC(=O)NCc3ccco3)cc3c(c2oc1=O)CCC(C)(C)O3,2.9%,-10%,16%,1%,-7%,21%,i,-3.2,3%
c1ccc2[nH]c(C3CC3)nc2c1,-0.4%,1%,3%,-8%,12%,-1%,i,-0.5,-3%
CCN1CCN(CCCNC(=O)c2cnn(-c3ccc(C)cc3)c2C2CCN(C(=O)OC(C)(C)C)CC2)CC1,0.6%,nt,nt,0%,nt,-16%,nt,nt,-5%
O=c1[nH]c2ccc(Cl)cc2c(-c2ccccc2)c1N1CCN(c2ccccn2)CC1,0.4%,-5%,-25%,-17%,1%,-19%,i,1.4,-3%

# Entries of single compounds, quoted from the list:
# Listed for `CCN1CCN(CCCNC(=O)c2cnn(-c3ccc(C)cc3)c2C2CCN(C(=O)OC(C)(C)C)CC2)CC1` : Nrf2 activator: 0.6%; MmCpn inh: nt; EPAC2 antagonist: nt; TGFb SMAD3 inh: 0%; EPAC2 ag: nt; Nrf2 block: -16%; Akt phos inh: nt; CCT modulator: nt; A549 tox: -5%
# Listed for `c1ccc2[nH]c(C3CC3)nc2c1` : Nrf2 activator: -0.4%; MmCpn inh: 1%; EPAC2 antagonist: 3%; TGFb SMAD3 inh: -8%; EPAC2 ag: 12%; Nrf2 block: -1%; Akt phos inh: i; CCT modulator: -0.5; A549 tox: -3%

# The listing picks up, starting two compounds before the break.
SMILES,Nrf2 activator,MmCpn inh,EPAC2 antagonist,TGFb SMAD3 inh,EPAC2 ag,Nrf2 block,Akt phos inh,CCT modulator,A549 tox
CCN1CCN(CCCNC(=O)c2cnn(-c3ccc(C)cc3)c2C2CCN(C(=O)OC(C)(C)C)CC2)CC1,0.6%,nt,nt,0%,nt,-16%,nt,nt,-5%
O=c1[nH]c2ccc(Cl)cc2c(-c2ccccc2)c1N1CCN(c2ccccn2)CC1,0.4%,-5%,-25%,-17%,1%,-19%,i,1.4,-3%
O=C(Nc1ccc(S(=O)(=O)N2CCCCCC2)cc1)c1cc(=O)c2ccccc2o1,-0.3%,nt,nt,?,nt,-29%,nt,nt,-16%
Cc1[nH]nc(C(=O)NN=Cc2ccccc2Cl)c1N=NN(C)C,?,nt,-2%,10µM*,0%,3%,i,-1.1,-1%
CCOc1cc(C)nc(N2CCC(C(=O)NCC3CCCO3)CC2)n1 (stereo not drawn),1.8%,nt,-5%,-4%,-6%,-3%,i,1.7,0%
COc1ccc(NC(=O)c2cccc(OS(=O)(=O)N(C)C)c2)cc1,0.0%,2%,0%,-6%,11%,?,i,-2.6,-26%
CCOc1ccccc1NC(=O)COc1coc(CN2CCc3ccccc3C2)cc1=O,2.5%,0%,2%,-10%,-5%,-16%,i,0.1,4%
O=C(CS(=O)(=O)c1ccccc1)c1cc2cc(F)ccc2oc1=O,16%,1%,50µM*,?,3%,2%,nt,1.8,1%
COc1cccc(-c2csc(Nc3ccc(Oc4ccccc4)cc3)n2)c1,1.1%,nt,7%,?,7%,nt,i,-1.5,nt
CCOc1ccc(N2CC(C(=O)N3CCCCCC3)CC2=O)cc1 (stereo not drawn),-0.5%,0%,3%,-3%,5%,11%,i,-0.9,6%
COc1ccc(C(=O)c2[nH]c(N)c(C(N)=O)c2-c2ccc(OC)c(OC)c2)cc1,0.6%,nt,-20%,nt,-1%,nt,i,2.0,nt
O=C(Nc1ccc2nc(-c3ccco3)c(-c3ccco3)nc2c1)N1CCCCCC1,25%,0%,3%,?,1%,-18%,i,-1.3,0%[1.84 µM]
COC(=O)c1cc(Cl)cc(Cl)c1OS(=O)(=O)N(C)C,-0.3%,-1%,?,-7%,3%,-5%,i,0.8,0%
COc1ccccc1C(=O)OCc1cc(=O)n2nc(-c3cccs3)sc2n1,?,nt,nt,?,nt,15%,nt,nt,-1%
Cn1c(SCC(=O)NC2CCCCCC2)nnc1-c1ccco1,0.0%,2%,2%,13%,11%,4%,i,0.0,-3%
CC(C)NC(=O)c1cc(C2CCCCN2S(=O)(=O)c2ccc(C#N)cc2)on1 (stereo not drawn),0.7%[9.22 µM],nt,-5%,42%[activator],5%,nt,i,0.0,nt
CCN1CCN(c2ccc(NC(=O)c3ccco3)cc2)CC1,0.1%,-1%,-4%,0%,8%,-7%,i,-3.6,1%
CCN1CCCC1CNC(=O)C1c2cc(OC)c(OC)cc2C(=O)N(C)C1c1cccnc1 (stereo not drawn),0.0%,-3%,-1%,-5%,0%,4%,i,-2.7,-2%
CC(/C=C/c1ccc(O)cc1)=NNc1ccccc1,22%,nt,-9%,-2%,13%,6%,i,-0.9,5%
CC(C)Oc1cccc(C(=O)C2CCCN(S(C)(=O)=O)C2)c1 (stereo not drawn),-0.7%,2%,7%,11%,2%,20%,i,-1.3,0%
Cc1cc2c(cc1C)C(=O)CCC2,-0.3%,nt,3%,-11%,7%,nt,i,-1.2,nt
COc1cccc(-c2ccc(NC(=O)C3CCCN(Cc4cccc(C)n4)C3)cc2)c1 (stereo not drawn),11%,nt,-26%,?,6%,nt,i,-0.5,nt
c1ccc(Nc2nc(CSc3ncn[nH]3)cs2)cc1,0.8%,-6%,3%,1%,4%,?,i,-3.6,-4%
O=C1N[C@@H](c2ccccc2)COC(=O)[C@@H](Cc2ccc(F)cc2)C/C=C\C[C@H]1CC(=O)N(CCO)Cc1ccccc1,-5.6%,2%,-5%,?,1%,?,i,0.4,?
CN(C)c1ccc(C(CNS(=O)(=O)c2ccc(F)c(F)c2)c2c[nH]c3ccccc23)cc1 (stereo not drawn),0.0%,1%,-3%,?,0%,?,i,-1.4,?
COc1ccc(CNC(=O)CCCOc2cc(=O)n(C)c3ccccc23)cc1,3.9%,-2%,0%,21%,5%,1%,i,1.3,-2%
CCn1c(CNC(=O)Cc2ccc(OC)cc2)nnc1SCC(=O)NC1CCCCC1,-0.7%,4%,14%,0%,5%,10%,i,-3.0,-4%
OCCN1CCN(c2ncnc3sc(-c4ccccc4)cc23)CC1,8.2%,-1%,-7%,-4%,4%,?,i,-1.5,-18%
C=CCOc1ccccc1C(=O)/C=C1/C(=O)Nc2ccccc21,-2.2%,0%,-11%,?,13%,-27%,i,-2.1,-1%
O=C(/C=C/c1cccc([N+](=O)[O-])c1)NCCSCc1ccc(Cl)cc1Cl,-0.3%,0%,-3%,13µM*,7%,-1%,i,-4.0,-1%
COC(=O)c1ccccc1S(=O)(=O)N1CCC(C(=O)OCc2ccc([N+](=O)[O-])cc2)CC1,0.1%,1%,8%,-2%,8%,0%,i,-1.7,-2%
CCC(=O)Nc1ccc2nc(SCc3ccc(C)cc3)sc2c1,-0.5%,nt,nt,-3%,nt,5%,nt,nt,-2%
CC(=O)c1c(C(C)=O)c(C)n(-c2ccc(C)c(NC(=O)c3ccccc3Cl)c2)c1C,-0.5%,-1%,-8%,?,8%,15µM*,i,-0.5,-9%
Cc1c(C(=O)OCC2CCCO2)[nH]c2c1C(=O)CC(c1ccco1)C2 (stereo not drawn),2.8%,-1%,-9%,-3%,-16%,-3%,i,-1.1,0%
CC(C)CC(C(=O)NC1CCCCC1)N(Cc1ccccc1)C(=O)c1snc(C(N)=O)c1N (stereo not drawn),4.7%,-6%,?,13%,19%,-9%,i,-2.0,5%
CC(=O)N1CCc2c(sc3c2c(=O)n(Cc2ccccc2)c(=O)n3Cc2ccccc2Cl)C1,-0.8%,nt,nt,-18%,nt,18µM*,nt,nt,?

# High-throughput results as filed in PubChem BioAssay.

# Some of the compounds tested, so the mix of outcomes need not match the whole.
